# Screening data: PubChem BioAssay, National Center for Advancing Translational Sciences (NCATS)
# FLuc modulator = qHTS profiling assay for firefly luciferase inhibitor/activator using purifed enzyme and Km concentrations of substrates (counterscreen for miR-21 project). Luciferin 4-monooxygenase (Photinus pyralis), P08659. actives 6.9% (n = 360,000). Potency, µM (highest dose often 57.5 µM), for the others: at the top dose activity change, negative = inhibition, actives largely listed as inhibitors. purified FLuc, Km substrates, luminescence inhibition;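 note: plate controls were vehicle for no effect and reference inhibitor for full effect; nearly all actives have a fitted effect of over 55% in size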
# Target sequence (P08659 whole entry, looked up): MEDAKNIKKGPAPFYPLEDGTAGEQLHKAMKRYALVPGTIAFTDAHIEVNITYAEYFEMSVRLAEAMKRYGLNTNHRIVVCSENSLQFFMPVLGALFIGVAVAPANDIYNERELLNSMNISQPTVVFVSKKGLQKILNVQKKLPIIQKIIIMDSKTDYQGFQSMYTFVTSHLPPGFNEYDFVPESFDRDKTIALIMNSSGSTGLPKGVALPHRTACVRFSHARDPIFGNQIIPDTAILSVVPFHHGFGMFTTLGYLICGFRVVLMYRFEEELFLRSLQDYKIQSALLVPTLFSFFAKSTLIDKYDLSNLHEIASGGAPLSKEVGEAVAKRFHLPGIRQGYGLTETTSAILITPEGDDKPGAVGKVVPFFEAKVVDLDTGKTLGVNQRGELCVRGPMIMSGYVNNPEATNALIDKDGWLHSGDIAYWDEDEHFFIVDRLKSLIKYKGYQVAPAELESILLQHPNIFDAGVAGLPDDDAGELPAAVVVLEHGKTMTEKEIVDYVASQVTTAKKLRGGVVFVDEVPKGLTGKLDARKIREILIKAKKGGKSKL
#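 Purified P. pyralis luciferase, 10 nM final, with Km-level 10 uM D-luciferin and 10 uM ATP in 50 mM Tris acetate pH 7.5, 10 mM Mg acetate, 0.01% Tween-20, 0.05% BSA; 6-point qHTS titration about 60 µM downward; luminescence read.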
# RORgamma inh = qHTS for inhibitors of ROR gamma transcriptional activity; Potency, µM (doses to about 53.6 µM), without a hit: at the highest dose activity change, negative = inhibition, hits mostly inhibitors; AID 2551, 2010; actives 5.4% (n = 310,000); Drosophila S2 Gal4-RORgamma UAS-luciferase reporter, 20 h; note: % is set by controls: 0 for no effect and ±100 for the full control effect; nearly all actives have a fitted effect of over 60% in size
#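 ROR gamma transcriptional activity was tracked as Gal4-UAS luciferase output in stably transfected Drosophila Schneider cells, with compound added 1 hr before 700 uM copper sulfate induction and a 20 hr ambient-temperature incubation.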
# Rab9 prom act = qHTS Assay for Rab9 Promoter Activators | Potency, µM (highest dose often 9.22 µM), without a hit: top-dose activation, negative = inhibition, hits mostly activators | AID 485297, 2010 | actives 2.8% (n = 320,000) | Huh7 Rab9 promoter-luciferase reporter, luminescence, 24 h; note: % of control where 0% means no effect; nearly all actives have a fitted effect of over 60% in size
#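 Quantitative HTS format; Huh7 Rab9-luciferase reporter cells (1500/well) receive compound 2 h post-plating, incubate 24 h at 37 °C, then get luciferase reagent for 10 min before luminescence reading.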
# MBNL1-CUG inh = qHTS Assay for Inhibitors of MBNL1-poly(CUG) RNA binding | Muscleblind-like protein 1 (Homo sapiens), Q9NR56 | TR-FRET MBNL1-His/biotin-(CUG)12 binding, 665/545 ratio | Potency, µM (highest dose often 57.5 µM), without a hit: at the top dose activity change, negative = inhibition, usual class: inhibitors | actives 0.036% (n = 280,000) | AID 2675, 2010; active = well fitted inhibition curve with a large enough effect in the signal ratio, with a control signal flat, not every such curve was filed as active; inconclusive = small, poorly fitted or top-dose-only effect, or effect the other way, or a change in a side signal; inactive = no such curve, though single readings can be large or run the other way; the % refers to the signal ratio; note: % is set by controls: 0 for no effect and ±100 for the full control effect
# Target sequence (Q9NR56 whole entry, looked up): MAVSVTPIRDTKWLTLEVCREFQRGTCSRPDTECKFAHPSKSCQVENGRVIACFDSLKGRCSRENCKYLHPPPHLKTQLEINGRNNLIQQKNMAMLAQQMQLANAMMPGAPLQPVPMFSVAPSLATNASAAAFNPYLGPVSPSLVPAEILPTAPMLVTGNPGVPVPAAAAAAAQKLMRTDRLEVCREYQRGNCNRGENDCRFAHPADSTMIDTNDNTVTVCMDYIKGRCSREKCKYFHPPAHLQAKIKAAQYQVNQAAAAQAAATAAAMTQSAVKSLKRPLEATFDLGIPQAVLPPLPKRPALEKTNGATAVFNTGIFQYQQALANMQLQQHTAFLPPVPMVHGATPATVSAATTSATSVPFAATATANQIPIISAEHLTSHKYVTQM
#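 His-tagged MBNL1 binding to biotinylated (CUG)12 RNA was measured by TR-FRET using terbium anti-His antibody (0.055 ng/ul final) and streptavidin-XL665 (5 nM final). Compounds were titrated 92 nM to 58 uM; 60 min at room temperature.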
# VP16 counter = VP16 counterscreen qHTS for inhibitors of ROR gamma transcriptional activity; Drosophila S2 Gal4-VP16 UAS-luciferase, luminescence, 20 h; Potency, µM (titrated, usually from 53.6 µM), without a hit: at the top dose activity, negative = inhibition, usual class: inhibitors; actives 3.5% (n = 310,000);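 note: Gal4-VP16 expression switched on by copper sulfate through the metallothionein promoter; % is set by controls: 0 for no effect and ±100 for the full control effect; nearly all actives have a fitted effect of over 50% in size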
# BRCA1 expr up = qHTS Assay to Identify Small Molecule Activators of BRCA1 Expression; actives 1.1% (n = 380,000); MCF7-BRCA1-FFLuc reporter, luminescence, 48 h; response scale: scaled: vehicle 0%, 10 µM genistein 100%; Potency, µM (series often up to 46.1 µM), for inactives: top-dose activation, hits mostly activators; note: nearly all actives have a fitted effect of over 80% in size; some results filed as inactive show a strong effect at the top dose
#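 Luminescence from a BRCA1-driven firefly luciferase in MCF7 cells was the read-out, taken 15 min after substrate addition following 48 h compound exposure at 37 °C. Data were normalized to a 10 microM genistein control and DMSO vehicle.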
# p53 reactivator = qHTS assay for re-activators of p53 using a Luc reporter; AID 504706, 2011; actives 0.063% (n = 320,000); H1299 p53-A138V BP100-luciferase reporter, luminescence, 24 h; Potency, µM (doses to about 92.2 µM), without a hit: top-dose activity change, positive = activation, hits mostly activators; note: % of control where 0% means no effect; nearly all actives have a fitted effect of over 45% in size
#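 p53-null H1299 cells stably carrying temperature-sensitive p53-A138V and a BP100-luciferase reporter were pinned with compounds (4-point, 1:5 series) and held 24 hrs at 37 deg C. Luminescence was read 10 min after detection reagent.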
# uPA generation = qHTS for Inhibitors of Cell Surface uPA Generation | actives 0.31% (n = 330,000) | Potency, µM (titrated, usually from 38.3 µM), for the others: at the highest dose activity change, negative = inhibition, most hits filed as inhibitors | cell surface uPA generation assay, qHTS; active = well fitted inhibition curve with a large enough effect; inconclusive = small, poorly fitted or top-dose-only effect; inactive = no such curve, though single readings can be large or run the other way; tested in mouse RAW 264.7 cells; note: % is set by controls: 0 for no effect and ±100 for the full control effect; nearly all actives have a fitted effect of over 55% in size
# NPC1 prom act = qHTS Assay for NPC1 Promoter Activators; Huh7 NPC1 promoter luciferase reporter, 24 h; Potency, µM (series often up to 9.22 µM), inactives show at the top dose activation, actives largely listed as activators; actives 2.4% (n = 320,000); AID 485313, 2010;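 note: % of control where 0% means no effect; nearly all actives have a fitted effect of over 60% in size; reporter is driven by a mutant NPC1 promoter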
#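 Luciferase expression driven by the NPC1 promoter was measured in stably transfected Huh7 cells after a 24 h compound incubation, using a luciferase reagent and a luminescence read.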
# ELG1 genotoxic = qHTS screen for small molecules that induce genotoxicity in human embryonic kidney (HEK293T) cells expressing luciferase-tagged ELG1. AID 504466, 2011. actives 1.3% (n = 330,000). Potency, µM (doses to about 46 µM), for inactives: at the highest dose activity change, positive = activation, actives largely listed as activators. HEK293T ELG1-luciferase reporter, luminescence, 16 h; note: % of control where 0% means no effect; nearly all actives have a fitted effect of over 60% in size
#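 DMSO vehicle served as control against compound-treated ELG1-luciferase HEK293T cells; exposure lasted 16 hr at 37 °C and 5% CO2, followed by ONE-Glo luminescence detection after 30 min.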
# Numbers without * were called inactive; ? = inconclusive; . = not tested or not shown; & = joins results of further samples; [ ] = remark or other dose. Unless noted, calls come from the whole dose curve; as a rule, active = well fitted curve in the direction sought with a large enough effect; inconclusive = small, poorly fitted or top-dose-only effect, or another doubt; inactive = no such curve, though single readings can be large; an effect the other way counts as inactive or inconclusive. Potency is the fitted concentration of half-maximal effect.
SMILES,FLuc modulator,RORgamma inh,Rab9 prom act,MBNL1-CUG inh,VP16 counter,BRCA1 expr up,p53 reactivator,uPA generation,NPC1 prom act,ELG1 genotoxic
C/C=C/c1ccc(OCCCCNCc2ccco2)c(OC)c1,5%,7%,-3%,.,-19%,-21%,-1%,1%,-29%,-7%
O=C(NC1CCCC1)c1cc(-c2ccccc2)nc2ccccc12,?,.,-1%,6%,.,-17%,.,6%,-5%,-3%
CCOc1cc(NC(=O)C2CC2)c(OCC)cc1NC(=O)CCn1nnc2ccccc21,1%,11%,1%,4%,4%,-6%,1%,2%,1%,2%
c1ccc(C2(Cn3ccc4ccccc43)OCCO2)cc1,-1%,47%,-7%,8%,8%,2%,14%,.,-7%,-1%
COc1ccc(/C=C/c2c([N+](=O)[O-])c(=O)n(C)c(=O)n2C)cc1,-1%,-6%,-6%,?,20%,2%,15%,-9%,-3%,-13%
COc1ccccc1-n1ccnc(SCC(=O)NCc2ccccc2)c1=O,-13%,.,8%,.,.,-5%,-2%,-4%,7%,-10%
COC(=O)C1=CN(c2ccc(OC)cc2)C=C(C(=O)OC)C1c1cc(OC)c(OC)cc1OC,3%,-1%,-1%,2%,6%,-10%,8%,3%,4%,0%
Cc1sc2nc(CN3CCCC3)nc(N3CCN(S(=O)(=O)c4cccs4)CC3)c2c1C,3%,0%,1%,10%,-7%,-3%,?,-7%,-1%,-1%
CCc1ccc(-c2ccc(SCC(=O)Nc3nnc(C)s3)nn2)cc1,0.3µM*,?,1.3µM*,3%,?,-18%,-6%,-8%,2.2µM*,?
COc1ccccc1CNS(=O)(=O)c1cc2c3c(c1)C(C)C(=O)N3CCC2 (stereo not given),-2%,2%,2%,1%,15%,-29%,-3%,-23%,-1%,-4%
CC(C)CCN1CC(C(=O)NCCC2=CCCCC2)CC1=O (stereo not given),-19%,-2%,15%,-2%,21%,83%,?,11%,15%,10%
Cc1ccc(C)c(N2CCN(C(=O)c3cccn4c(=O)c5sccc5nc34)CC2)c1,3%,-10%,-5%,12%,2%,-20%,-4%,-14%,-9%,-11%
COc1ccccc1N1CCN(C(=O)C2CCN(C(=O)c3cccc(Cl)c3)CC2)CC1,-1%,?,1%,-9%,-6%,-22%,-1%,-4%,-3%,-14%
CC(N=C1NS(=O)(=O)c2ccccc21)C(=O)Nc1ccc(F)cc1Cl (stereo not given),-2%,.,-3%,.,.,-6%,0%,-1%,-4%,0%
CCCCOc1ccc(C2=NNC(=O)CC2)cc1,?,39%,14%,.,6%,37%,6%,-6%,12%,?
Cc1cc2c(c(SCC(=O)Nc3ccc(C)c(C)c3)n1)C(=O)OC2,-1%,2%,-2%,-3%,-16%,-1%,0%,6%,0%,2%
COc1ccc(C2=NN(CN3C(=O)C(=O)c4ccccc43)C(c3ccc(C)cc3)C2)cc1 (stereo not given),?,-14%,?,?,16%,65%,19%,-2%,?,?
Cc1ccc(C)c(NC(=O)CN(C)C(=O)c2sccc2C)c1,2%,.,-3%,.,.,3%,1%,0%,1%,0%
COc1ccc(/C=C(\C#N)c2nc3ccc(C)cc3[nH]2)cc1Oc1ccc(C(F)(F)F)cc1[N+](=O)[O-],3%,23%,-3%,-8%,-7%,-63%,8%,1%,-3%,?
O=c1[nH]c2cc(Br)cnc2nc1/C=C(\O)c1ccc(F)cc1,-3%,4%,3%,-4%,-12%,16%,-1%,2%,4%,0%
COc1ccc(N2CCN(C(c3ccc4ncccc4c3)c3nnnn3C(C)C)CC2)cc1 (stereo not given),5%,6%,1%,2%,0%,-7%,-3%,-13%,1%,-2%
COc1cc(NC(=O)c2ccc3c(c2)OCO3)ccc1NC(=O)c1cccs1,11µM*,38%,5%,1%,-25%,51%,-3%,-3%,-2%,-5%
O=S(=O)(c1cccs1)N1CCC2(CC1)OCCO2,7%,1%,11%,-1%,1%,10%,19%,2%,-3%,7%
O=C1CC(c2ccsc2)c2ccc3ccccc3c2N1 (stereo not given),?,6%,0%,15%,12%,41%,5%,5%,5%,1%
CCOc1cc(C)c(S(=O)(=O)NC2CC(C)(C)NC(C)(C)C2)cc1C,1%,-1%,-6%,3%,4%[10 µM],15%,14%,-7%,-8%,0%

# Some of these compounds in order of their number in MBNL1-CUG inh, ascending.
SMILES | RORgamma inh | Rab9 prom act | MBNL1-CUG inh | p53 reactivator | uPA generation | NPC1 prom act
COc1ccc(/C=C(\C#N)c2nc3ccc(C)cc3[nH]2)cc1Oc1ccc(C(F)(F)F)cc1[N+](=O)[O-] | 23% | -3% | -8% | 8% | 1% | -3%
Cc1cc2c(c(SCC(=O)Nc3ccc(C)c(C)c3)n1)C(=O)OC2 | 2% | -2% | -3% | 0% | 6% | 0%
COc1cc(NC(=O)c2ccc3c(c2)OCO3)ccc1NC(=O)c1cccs1 | 38% | 5% | 1% | -3% | -3% | -2%

# Continuation.
SMILES,FLuc modulator,RORgamma inh,Rab9 prom act,MBNL1-CUG inh,VP16 counter,BRCA1 expr up,p53 reactivator,uPA generation,NPC1 prom act,ELG1 genotoxic
Cc1ccc(O)c(NC(=O)C2CCCN2C(=O)OCc2ccccc2)c1 (stereo not given),3%,-7%,-4%,-6%,2%,-4%,7%,-5%,2%,-3%
O=C(CNC(=S)N(Cc1ccccc1)Cc1cccs1)NCc1ccc(F)cc1,-13%,28%,-1%,0%,-9%,-45%,-6%,2%,-8%,-5%
COc1ccccc1/C=C/CN1CCN(Cc2ccc(F)cc2)C(CCO)C1 (stereo not given),0%,9%,3%,-1%,3%,2%,-1%,-3%,-8%,-3%
CC(C)NC(=O)Nc1cccc2c1O[C@H](CN(C)C(=O)NC(C)C)[C@@H](C)CN([C@H](C)CO)C2=O,.,.,.,.,.,11%,-2%,-10%,.,-2%
O=C(COC(=O)c1cccc(OC(F)F)c1)NC1CCCC1,1%,-4%,-1%[1.84 µM],-9%,-4%,-12%,-2%,6%,0%,0%
CC1c2ccsc2CCN1S(=O)(=O)c1ccccc1 (stereo not given),6%,?,1%,-18%,?,-2%,-4%,-3%,-1%,-2%
Cc1nnc(SCC(=O)N(Cc2ccccc2)C(C)(C)C)[nH]c1=O,-6%,3%,-12%,-3%,8%,1%,-4%,1%,-3%,-3%
Nc1nc(SCC(=O)N2CCCCC2)[nH]c(=O)c1NC(=O)c1ccccc1F,0%,-14%,-3%,-3%,-10%,-3%,-5%,1%,1%,8%
Cc1cc(N2CCOCC2)nc2ccc(NC(=S)N3CCCCC3C)cc12 (stereo not given),?,?,25%,13%,-4%,17%,13%,-10%,0%,-7%
c1cnc(N2CCN(c3cnccn3)CC2)nc1,1%,1%,-3%,-4%,4%,14%,9%,-5%,-4%,6%
O=C(NNC(=O)c1ccco1)c1ccc(NS(=O)(=O)c2cccs2)cc1,-1%,.,-6%,.,.,-4%,9%,-3%,0%,-1%
CC(=O)C12CCCCC1CC1C3CC(C)C4(O)CC(=O)CCC4(C)C3CCC12C (stereo not given),0%,1%,-6%,-9%,5%,-19%,2%,-1%,-4%,-5%
COc1ccc(OC)c(CNC(=O)CCCn2ccc3cc(S(=O)(=O)N4CCCC4)ccc32)c1,-3%&4%,27%,8%,-4%,14%,-26%,1%,7%,?,-9%
CC(OC(=O)CCCN=C1NS(=O)(=O)c2ccccc21)C(=O)NC1CCCCC1C (stereo not given),2%,?,-1%,-8%,3%,-28%,-12%,3%,-3%,3%
Cc1cc(C)n(Cc2ccc(C(=O)Nc3cccc(Br)c3)o2)n1,?,?,0%,4%[11.5 µM],?,3%,1%,-1%,5%,-3%
O=C(/C=C/c1ccc(F)cc1)NCCCN1CCN(CCCNC(=O)/C=C/c2ccc(F)cc2)CC1,?,23%,-6%,-10%,-3%,-7%,1%,0%,-4%,-1%
Cc1ccccc1CS(=O)(=O)Cc1ccc(C(=O)N2CCOCC2)o1,1%,-7%,-1%,-2%,-6%,-4%,-3%,2%,3%,-1%
CC1CN(C(=O)CN2C(=O)c3ccccc3S2(=O)=O)CC(C)O1 (stereo not given),5%,-8%,1%,-14%,-6%,?,7%,0%,-9%,-1%
C[C@H]1CC[C@H]2C(=O)N3[C@H](c4cccc(N5CCCC5=O)c4)[C@@H](C)CC[C@H]3C(=O)N2[C@@H]1c1cccc(N2CCCC2=O)c1,5%,?,-2%,-15%,-20%,.,-6%,.,0%,-2%
Cc1nc2ccc(NC(=O)c3ccc([N+](=O)[O-])cc3)cc2[nH]1,?,?,?,?,?,72%,10%,-3%,21%,11%
Cc1ccc(C#N)c(SCc2nnc(-c3ccc(Cl)cc3)o2)n1,0.43µM*,3.5µM*,1%,?,?,-44%,?,?,-2%,?

# Quoted from the listing:
# Cc1cc(N2CCOCC2)nc2ccc(NC(=S)N3CCCCC3C)cc12 (stereo not given) | uPA generation = -10%
# COc1ccc(OC)c(CNC(=O)CCCn2ccc3cc(S(=O)(=O)N4CCCC4)ccc32)c1 | p53 reactivator = 1%
